T cruzi growth: T. cruzi intracellular proliferation inhibitors, primary screen, cell-based, beta-gal Tulahuen parasites, NIH3T3 host, luminescence | inhibition, % at 8.34 µM | T. cruzi beta-gal in NIH3T3, GalScreen luminescence, 90 h | hit rate 5.9% among 77,000;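 active = mean inhibition above about 93%, with at least 55% of replicates each passing it, limit read from the data, passing the limit was not always enough; inconclusive = only one of those two conditions holds; inactive = neither condition holds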
GASC1 inh: inhibitors of GASC-1 (KDM4C) histone demethylase, primary screen, biochemical, single concentration HTS | Lysine-specific demethylase 4C (Homo sapiens), Q9H3R0 | GST-KDM4C 2-372, H3K9me3 peptide, LANCE TR-FRET | inhibition, % at 12.5 µM | hit rate 0.15% among 96,000;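 active = mean replicate inhibition above about 25%, with at least 55% of replicates also reaching it, limit read from the data, passing the limit was not always enough; inconclusive = only one of those two conditions met; inactive = neither condition met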
Target sequence (Q9H3R0 2-372 limits assumed): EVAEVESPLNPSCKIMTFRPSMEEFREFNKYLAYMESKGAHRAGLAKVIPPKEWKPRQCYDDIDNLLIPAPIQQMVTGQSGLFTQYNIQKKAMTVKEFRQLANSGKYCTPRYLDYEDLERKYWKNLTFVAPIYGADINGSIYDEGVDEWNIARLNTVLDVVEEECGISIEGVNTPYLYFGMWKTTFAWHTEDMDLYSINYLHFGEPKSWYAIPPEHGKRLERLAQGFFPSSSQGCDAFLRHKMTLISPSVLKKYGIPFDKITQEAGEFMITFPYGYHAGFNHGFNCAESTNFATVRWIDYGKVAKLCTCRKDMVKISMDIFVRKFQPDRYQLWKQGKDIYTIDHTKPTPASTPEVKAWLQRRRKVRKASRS
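Compound: one test concentration per compound; Material: GST-GASC-1 enzyme fragment 2-372; Amount: GASC-1 enzyme at 10 nM final in reaction; Also added: H3K9me3 peptide substrate, Fe(II), 2-oxoglutarate; Technique: LANCE TR-FRET; Times: 30 min demethylation and 1 h detection at room temperature.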
C diff HTS: C. difficile growth inhibitors, primary screen, HTS; Clostridium difficile clinical isolate growth, OD600, 24 h; hits give low values; growth activity, negative = inhibition, % at 16 µg/mL (by protocol); hit rate 0.25% among 86,000;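 active = mean growth activity at or below -80% and every replicate also at or below -80%; inconclusive = mean at or below -80% but some replicate above -80%; inactive = mean growth activity above -80%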;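 note: 0% = DMSO wells and -100% = levofloxacin 16 µg/mL wells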
Pf Dd2 growth: P. falciparum Dd2 growth inhibitors, primary screen, SYBR Green fluorescence, single dose replicates | activity change, % at 10 µM | 72 h; hits give low values | AID 1159554, 2015 | hit rate 2.3% among 94,000; in the data active = activity change below about -80%; inconclusive = no clear call, values can overlap the other calls
* = called active by the depositor; ? = inconclusive; / = no result given; & = joins results of further samples.

SMILES	T cruzi growth	GASC1 inh	C diff HTS	Pf Dd2 growth
Cc1ccc(S(=O)(=O)Nc2ccc3c(c2)C(=O)N([C@@H](C)CO)C[C@H](C)[C@H](CN(C)S(=O)(=O)c2ccccc2)O3)cc1	19.2	-0.9	-5.5	4.9
CCC(=O)N1[C@H](C#N)[C@@H](c2ccccc2-c2ccccc2)[C@H]1CO	/	/	-2.6	21.6
C[C@H](CO)N1C[C@H](C)[C@H](CN(C)S(=O)(=O)c2ccccc2)Oc2c(NS(C)(=O)=O)cccc2C1=O	-50.7	3.4	1.2	3.7
COc1ccc2c3c(n(C)c2c1)[C@@H](CO)N(Cc1ccc(Cl)cc1)CC31CN(CC2CC2)C1	/	-0.4	12.1	-53.1
CC(C)NC(=O)Nc1ccc2c(c1)CC(=O)N([C@@H](C)CO)C[C@H](C)[C@@H](CN(C)Cc1ccc(Cl)c(Cl)c1)O2	/	0.1	19.0&9.1	-16.4
CCNC(=O)Nc1ccc2c(c1)C(=O)N(C)[C@H]1CC[C@@H](CC(=O)N[C@H](C)c3ccccc3)O[C@H]1CO2	36.3	-1.4	2.3	/
Cc1noc(C)c1NC(=O)Nc1ccc2c(c1)C(=O)N([C@H](C)CO)C[C@H](C)[C@@H](CN(C)S(=O)(=O)c1cn(C)cn1)OCCCC[C@H](C)O2	52.5	-0.1	-13.6	59.3
C[C@H]1CN([C@@H](C)CO)C(=O)c2cccc(NC(=O)C3CCOCC3)c2O[C@H]1CN(C)S(=O)(=O)c1ccccc1	/	1.2	0.3&-0.7	17.1
C[C@H]1CN([C@@H](C)CO)C(=O)c2cc(NC(=O)Cc3cn(C)c4ccccc34)ccc2O[C@@H]1CN(C)Cc1ccncc1	?	-0.6	-4.2	-15.4
O=C(CN1CCOCC1)N1CCCCN2[C@H](C1)[C@H](c1ccc(Br)cc1)[C@@H]2CO	28.5	-0.1	10.9	32.3
CC(C)NC(=O)N(C)C[C@H]1Oc2cc(C#CC3CC3)ccc2S(=O)(=O)N([C@H](C)CO)C[C@@H]1C	37.1	1.3	3.2	-24.3
O=C(NCC[C@H]1CC[C@@H](NC(=O)c2cnccn2)[C@H](CO)O1)Nc1ccc(Cl)cc1	18.9	0.3	-2.1	-48.1
COc1ccccc1C#Cc1ccc([C@@H]2[C@H]3CN(C(=O)C4CC4)CCCCN3[C@H]2CO)cc1	103.3*	/	-3.8	2.3
COc1ccc(CN(C)C[C@H]2Oc3ccc(NS(=O)(=O)c4ccc(C)cc4)cc3CC(=O)N([C@H](C)CO)C[C@@H]2C)cc1	/	1.9	-3.7	-8.1
O=C(Cc1cccnc1)N[C@H]1CC[C@@H](CCn2cc(Cc3ccccc3)nn2)O[C@@H]1CO	39.8	0.7	-4.7	-12.1
COCC(=O)Nc1ccc2c(c1)OC[C@H](C)N(C(=O)c1ccncc1)C[C@@H](C)[C@H](OC)CN(C)C2=O	-4.1	2.2	/	-19.8
C[C@H](CO)N1C[C@H](C)[C@H](CN(C)Cc2ccncc2)Oc2ccc(NC(=O)C3CCCCC3)cc2C1=O	55.8	-0.6	-1.2	12.3
COCC(=O)N(C)C[C@H]1Oc2cc(-c3ccc(C#N)cc3)ccc2S(=O)(=O)N([C@@H](C)CO)C[C@H]1C	/	-1.6	-7.4	7.2
CCN1[C@@H]2Cn3c(ccc(/C=C/c4ccccc4)c3=O)[C@H]1[C@@H](C(=O)NCc1ccccn1)[C@@H]2CO	70.8	-1.7	-2.2	-4.1
CCNC(=O)C[C@@H]1CC[C@@H](NC(=O)C2CCC2)[C@@H](CO)O1	/	2.4	-0.7	/
COc1cccc(C(=O)Nc2ccc3c(c2)C(=O)N(C)C[C@H](OC)[C@H](C)CN(CC2CC2)[C@H](C)CO3)c1	18.5	-2.9	/	19.8
CCCN1[C@@H]2c3ccc(-c4ccccc4)c(=O)n3C[C@@H]2[C@@H](CO)[C@@H]1C(=O)N1CCOCC1	16.2	4.8	3.1	/
O=C(c1cccnc1)N1CC2(C1)[C@@H](c1ccccc1)[C@@H](CO)N2C(=O)C1CCC1	/	2.2	-2.1	-0.2
Cn1cnc(S(=O)(=O)N2CCCCN3[C@H](CO)[C@@H](c4ccc(C#CC5CCCC5)cc4)[C@H]3C2)c1	30.2	2.4	-3.0	-40.7
C[C@@H]1CN([C@@H](C)CO)C(=O)c2cccc(NC(=O)C3CCCCC3)c2O[C@H]1CN(C)S(C)(=O)=O	41.2	-2.6	1.1	-23.6
COc1ccc(S(=O)(=O)N(C)C[C@H]2OCCCC[C@H](C)Oc3ccc(NC(=O)CCC(F)(F)F)cc3C(=O)N([C@H](C)CO)C[C@@H]2C)cc1	80.5	-1.2	-1.3	-26.1
C[C@H]1CN([C@@H](C)CO)C(=O)c2cccc(NS(=O)(=O)c3cn(C)cn3)c2O[C@@H]1CN(C)C(=O)Nc1ccc(C(F)(F)F)cc1	-93.1	0.6	12.7	-4.1
C[C@@H]1CN([C@@H](C)CO)C(=O)Cc2cc(NC(=O)Cn3cnnn3)ccc2O[C@@H]1CN(C)C(=O)Nc1ccc(F)cc1	-1.9	0.1	/	27.1
COc1ccc(CN(C)C[C@H]2OCCCC[C@@H](C)Oc3ccc(NS(=O)(=O)c4ccc(C)cc4)cc3C(=O)N([C@H](C)CO)C[C@@H]2C)cc1	/	0.8	/	-25.4
CCC(=O)N1[C@H](CO)[C@@H](c2ccccc2)C12CN(C(=O)Cc1ccccc1)C2	/	-1.6	-1.7	-12.5
CCC(=O)N1[C@H](CN(C)C(C)=O)[C@@H](c2ccc(C3=CCCCC3)cc2)[C@@H]1CO	-63.0	0.7	-4.2	-3.9
COCC(=O)N(C)C[C@@H]1Oc2cc(-c3cncnc3)ccc2S(=O)(=O)N([C@@H](C)CO)C[C@@H]1C	30.8	0.4	-2.1	25.3
CNC[C@H]1Oc2ncc(-c3ccc(OC)cc3)cc2C(=O)N([C@@H](C)CO)C[C@@H]1C	/	1.2	/	-42.7
CCCC#Cc1ccc2c(c1)O[C@@H](CN(C)Cc1ccncc1)[C@@H](C)CN([C@@H](C)CO)S2(=O)=O	113.5*	3.9	8.0	-41.3
C[C@H](CO)N1C[C@H](C)[C@@H](CN(C)C(=O)CC2CC2)Oc2cc(C#CCN(C)C)ccc2S1(=O)=O	96.2*	0.0	-0.1	-18.7
CC(C)NC(=O)N[C@@H]1C=C[C@@H](CC(=O)NCCCN(C)C)O[C@H]1CO	-2.8	1.2	/	42.2
CCC(=O)N1C[C@H](C)[C@@H](OC)CN(C)C(=O)c2cc(NC(=O)COC)ccc2OC[C@@H]1C	/	-0.2	/	34.0
C[C@@H]1CN([C@@H](C)CO)C(=O)c2cc(-c3cccnc3)cnc2O[C@@H]1CN(C)S(C)(=O)=O	3.0	1.3	-1.3	25.3
C[C@@H]1CN([C@@H](C)CO)C(=O)c2cc(Br)cnc2O[C@@H]1CN(C)Cc1ccccc1	-29.4	2.7	9.3	6.5
CC(=O)N1CC2(C1)[C@H](c1ccc(-c3ccc(C#N)cc3)cc1)[C@H](CO)N2C(=O)C1CC1	/	0.0	-0.7	-34.7

Profiles from above. Order of screens: T cruzi growth	GASC1 inh	C diff HTS	Pf Dd2 growth
Record of `C[C@@H]1CN([C@@H](C)CO)C(=O)c2cc(Br)cnc2O[C@@H]1CN(C)Cc1ccccc1` : -29.4	2.7	9.3	6.5
Record of `CCCN1[C@@H]2c3ccc(-c4ccccc4)c(=O)n3C[C@@H]2[C@@H](CO)[C@@H]1C(=O)N1CCOCC1` : 16.2	4.8	3.1	/
Record of `C[C@@H]1CN([C@@H](C)CO)C(=O)Cc2cc(NC(=O)Cn3cnnn3)ccc2O[C@@H]1CN(C)C(=O)Nc1ccc(F)cc1` : -1.9	0.1	/	27.1
Record of `COc1cccc(C(=O)Nc2ccc3c(c2)C(=O)N(C)C[C@H](OC)[C@H](C)CN(CC2CC2)[C@H](C)CO3)c1` : 18.5	-2.9	/	19.8

New compounds follow.
SMILES	T cruzi growth	GASC1 inh	C diff HTS	Pf Dd2 growth
C[C@@H]1CN([C@@H](C)CO)C(=O)c2cc(C#CCN(C)C)cnc2O[C@H]1CN(C)Cc1cccc(F)c1	-25.0	1.4	1.1	-34.1
CC(C)NC(=O)Nc1ccc2c(c1)C(=O)N([C@@H](C)CO)C[C@H](C)[C@@H](CN(C)CC1CCCCC1)OCCCC[C@H](C)O2	63.0	8.1	/	-7.6
C[C@H]1CCCCO[C@@H](CN(C)C(=O)Nc2ccccc2)[C@@H](C)CN([C@@H](C)CO)C(=O)c2cc(NC(=O)c3ccncc3)ccc2O1	27.3	-1.9	0.9	-47.1
Cc1noc(C)c1S(=O)(=O)Nc1ccc2c(c1)CC(=O)N([C@H](C)CO)C[C@@H](C)[C@@H](CN(C)C(=O)Nc1ccc3c(c1)OCO3)O2	9.6	-0.4	-7.4	-49.8
Cc1noc(C)c1NC(=O)Nc1ccc2c(c1)C(=O)N([C@H](C)CO)C[C@@H](C)[C@H](CN(C)Cc1ccc(Cl)c(Cl)c1)O2	68.6	0.4	-1.5	7.0
C[C@@H]1CN([C@@H](C)CO)C(=O)Cc2cc(NC(=O)Nc3cccc4ccccc34)ccc2O[C@@H]1CN(C)Cc1ccncc1	86.0	/	0.8	6.4
C[C@H]1CN([C@@H](C)CO)C(=O)c2cc(N(C)C)ccc2O[C@@H]1CN(C)C(=O)Nc1ccc2c(c1)OCO2	40.6	5.7	5.0	-5.8
O=C(c1cccc(F)c1)N1CC(=O)N2[C@H](CO)[C@@H](c3ccc(/C=C/c4ccccc4)cc3)[C@H]2C1	/	-1.3	10.4	-19.0
COc1ccc(CNC(=O)C[C@@H]2C=C[C@@H](NC(=O)Nc3ccc4c(c3)OCO4)[C@H](CO)O2)cc1	13.8	0.4	1.8	25.6
CCC(=O)N1CCCCN2[C@@H](CO)[C@H](c3ccc(C#Cc4cccnc4)cc3)[C@@H]2C1	77.5	-0.7	3.8	0.0
COC(=O)C[C@@H]1CC[C@@H]2[C@H](COc3ccc(NC(=O)Nc4cccc(Cl)c4)cc3C(=O)N2C)O1	26.6	1.6	-1.0	-45.0
O=C(C[C@@H]1CC[C@@H]2[C@H](COC[C@H](O)CN2C(=O)Nc2ccc(C(F)(F)F)cc2)O1)NCC1CC1	50.8	-0.7	-54.4	-1.4
O=C(C[C@@H]1CC[C@@H](NC(=O)C2CCOCC2)[C@H](CO)O1)NCC1CCCCC1	-11.6	-3.7	5.0	-8.5
COc1ccc(S(=O)(=O)N(C)C[C@H]2Oc3ccc(NS(=O)(=O)c4ccc(F)cc4)cc3C(=O)N([C@@H](C)CO)C[C@@H]2C)cc1	3.3	2.5	-18.3	-53.0
C[C@@H]1CCCCO[C@H](CN(C)S(C)(=O)=O)[C@@H](C)CN([C@@H](C)CO)C(=O)c2cc(N(C)C)ccc2O1	-16.6	14.7	0.8	/
CO[C@@H]1CN(C)C(=O)c2ccc(NC(C)=O)cc2OC[C@H](C)N(C(=O)C2CCCCC2)C[C@@H]1C	11.9	-0.4	/	/
C[C@H](CO)N1C[C@H](C)[C@H](CN(C)Cc2ccccc2)OCc2cnnn2CCCC1=O	10.1	2.2	2.8	16.8
COc1ccc(NC(=O)N(C)C[C@@H]2Oc3c(NS(=O)(=O)c4ccc(Cl)cc4)cccc3C(=O)N([C@H](C)CO)C[C@@H]2C)cc1	42.0	0.6	5.4	-11.3
C[C@@H]1CN([C@@H](C)CO)C(=O)Cc2cc(NC(=O)C3CC3)ccc2O[C@H]1CN(C)Cc1ccc(-c2ccccc2)cc1	113.8*	0.5	4.7	-8.5
C[C@H]1CN([C@@H](C)CO)C(=O)c2cc(-c3ccncc3)cnc2O[C@@H]1CN(C)Cc1ccc(Oc2ccccc2)cc1	98.3*	-3.0	-12.1	-70.5
C[C@H]1CN([C@@H](C)CO)C(=O)Cc2cc(NS(=O)(=O)c3ccc(Cl)cc3)ccc2O[C@@H]1CN(C)S(C)(=O)=O	14.1	1.2	2.7	-8.3
CCNC(=O)C[C@@H]1CC[C@H](NS(=O)(=O)c2ccc(C)cc2)[C@@H](CO)O1	18.9	2.0	5.9	0.8
Cc1ccc(S(=O)(=O)N2CC[C@@H]3[C@H]2c2cc(-c4ccc(C#N)cc4)ccc2N(C)[C@H]3CO)cc1	11.4	-18.2	-3.3	5.7
CC(=O)N[C@@H]1CC[C@H](CCNC(=O)Nc2ccc(C(F)(F)F)cc2)O[C@@H]1CO	-21.9	2.2	22.4	9.6
COc1ccc(S(=O)(=O)N[C@@H]2CC[C@@H](CCNC(=O)c3ccccc3F)O[C@H]2CO)cc1	-36.7	-0.2	-2.6	4.6
CCCNC(=O)N(C)C[C@H]1Oc2ncc(C#CCC3CCCC3)cc2C(=O)N([C@@H](C)CO)C[C@@H]1C	80.5	-0.6	-0.9	-31.9
C[C@@H]1CN([C@H](C)CO)C(=O)Cc2cc(NC(=O)Cn3cnnn3)ccc2O[C@H]1CN(C)C(=O)Nc1ccc(F)cc1	7.1	0.9	/	10.3
COc1ccc(NC(=O)Nc2cccc3c2O[C@@H](CN(C)S(=O)(=O)c2ccc(Cl)cc2)[C@@H](C)CN([C@@H](C)CO)C3=O)cc1	-132.6	1.7	16.1	-11.5
